# Compound activity from PubChem BioAssay.
# HSP90 refold inh – blocks HSP90-mediated luciferase refolding in reticulocyte lysate; Rabbit reticulocyte lysate, luciferase refolding luminescence, 3 h; inhibition, % at 5.6 µM; 0.91% of 290,000 active; AID 1789;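 active = inhibition above the screen-wide mean plus 3 SD, computed separately per campaign, cut at about 16% in these data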;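 also: 0% = DMSO wells and 100% = 60 µM geldanamycin wells; inhibitors lower the luminescence because luciferase stays unfolded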
# KLF5 inhibitor – inhibitors of KLF5 expression; DLD-1 KLF5 promoter-luciferase reporter, luminescence; inhibition, % at 5 µM; 0.23% of 290,000 active; AID 1700;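 active = inhibition above a per-plate limit of that plate's mean compound inhibition plus 3 SD, cut at about 60% in these data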;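 also: 0% = DMSO wells and 100% = LY294002 at 200 µM; higher means less KLF5 promoter-driven luciferase light; inactives centre near -14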
# HDAC3 inhib – blocks human histone deacetylase 3; O15379; recombinant HDAC3, fluorogenic peptide/trypsin coupled, fluorescence; inhibition, % at 8.3 µM; 0.15% of 320,000 active; in the data active = inhibition above about 26%, passing the limit was not always enough
# Target sequence (O15379 whole entry, looked up): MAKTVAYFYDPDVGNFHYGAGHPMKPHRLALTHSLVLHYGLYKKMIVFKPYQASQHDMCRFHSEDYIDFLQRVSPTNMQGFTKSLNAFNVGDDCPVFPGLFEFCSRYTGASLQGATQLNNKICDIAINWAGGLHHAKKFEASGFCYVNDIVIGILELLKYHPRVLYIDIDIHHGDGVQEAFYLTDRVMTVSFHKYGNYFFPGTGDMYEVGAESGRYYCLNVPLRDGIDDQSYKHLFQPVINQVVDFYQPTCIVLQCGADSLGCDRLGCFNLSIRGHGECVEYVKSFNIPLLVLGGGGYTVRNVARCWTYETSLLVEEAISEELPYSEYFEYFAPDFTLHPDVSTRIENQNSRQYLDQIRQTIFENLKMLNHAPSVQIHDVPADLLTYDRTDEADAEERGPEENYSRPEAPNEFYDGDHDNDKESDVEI
# HSF1 inh – HSF1 inhibition | NIH3T3-HGL HSE-luciferase, MG132-induced, luminescence 8 h; stronger effect = lower value | activity change, negative = inhibition, % at 7.5 µM (by protocol) | 0.77% of 300,000 active;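 active = more than half of replicate wells show activity change below -50%, luminescence cut by over half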;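 also: luciferase reports HSF-1 transcriptional activity via heat shock element; 0% = median of DMSO wells and -100% = zero luminescence signal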
# AI-2 QS modul – modulates the Vibrio harveyi AI-2 quorum sensing system | 0.4% of 300,000 active | AID 2094 | Vibrio harveyi JMH597 AI-2 luminescence/OD600 ratio, 9 h; stronger effect = lower value; strain lacks LuxN and CqsS sensors; 0 = neutral-control median | activity change, % at 7.5 µM; in the data active = activity change below about -75%, passing the limit was not always enough;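 also: luminescence divided by OD600 gain over 9 h not by final OD600 alone; inactives centre near 13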
# IEC-6 cytotox – kills IEC-6 intestinal cells in KLF5 counter-screen; inhibition, % at 5 µM; IEC-6 cytotoxicity, luminescence viability; 0.78% of 290,000 active; in the data active = inhibition above about 22%;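 also: 0% = plate median of test compound wells and 100% = cytotoxic reference compound wells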
# HIF act – HIF pathway transcriptional activation. U2OS HRE-luciferase reporter, luminescence; normalized: DMSO 0%, desferrioxamine 100%. activation, % at 7.5 µM (by protocol). 0.32% of 300,000 active. AID 1910;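 active = mean activation of at least 10% of the iron chelator positive control signal, with at least half of replicates also reaching 10%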
# HSF-1 act – increases HSF-1 driven luciferase reporter signal. NIH3T3-HGL HSF-1 luciferase reporter, MG132, 8 h; 100% = twice DMSO control signal. activation, % at 9 µM. 1.7% of 300,000 active. AID 504408;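 active = mean replicate activation of at least 50% with a set share of replicates each reaching 50%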;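 also: 0% = median of the neutral control wells and 100% = twice that signal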
# Platelet DG rel – modulates dense granule release in human platelets. inhibition, %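 (compounds screened at 7.5 µM in platelet-rich plasma)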. 0.22% of 300,000 active. AID 1663. human platelet-rich plasma, SFLLRN dense granule ATP release, luminescence;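 active = mean replicate score, as percent of positive control, at or above 50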
# aSyn 5UTR inh – 5' untranslated region of α-synuclein, MLPCN primary screen; inhibition, % (tested at 7.5 µM); AID 1813; 0.82% of 300,000 active; alpha-synuclein 5'UTR reporter, inhibitor activity; in the data active = inhibition above about 60%;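 also: H4 neuroglioblastoma cells stably carrying SNCA 5'UTR luciferase fusion; 0% = DMSO wells and 100% = positive control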
# Numbers without * were called inactive; i = inactive; · = not tested or not shown.
(1) Cc1ccc(S(=O)(=O)/N=C2/C=C(C3C(=O)CC(C)(C)CC3=O)C(=O)c3ccccc32)cc1
(2) O=C(CSc1nc2ccccc2c(=O)n1-c1ccc(F)c(Cl)c1)Nc1cccc(S(=O)(=O)N2CCOCC2)c1
(3) CCOc1ccc(S(=O)(=O)NCc2cccnc2)cc1C
(4) Cc1ccc(C)c(OCC(=O)O/N=C(\N)c2cccnc2)c1
(5) CN(C)c1ccc([N+](=O)[O-])cc1C(=O)O
(6) CC(C)CCOC(=O)C1C(c2ccccc2)C(C(=O)O)C1c1ccccc1 (stereo not drawn)

entry no.	1	2	3	4	5	6
HSP90 refold inh	15	2	2	-2	-1	-2
KLF5 inhibitor	-125	-43	-13	-42	-4	-15
HDAC3 inhib	0	-2	-4	-1	8	-1
HSF1 inh	21	14	-1	6	-8	-4
AI-2 QS modul	38	24	8	-30	16	-15
IEC-6 cytotox	3	-8	-3	-2	5	-1
HIF act	1.6	-0.1	-0.1	0.5	0.3	-0.2
HSF-1 act	42	20	1	32	1	-7
Platelet DG rel	3	-4	1	0	-6	9
aSyn 5UTR inh	-180	3	7	-21	-4	12

(7) CCC(=O)Nc1ccc(OCc2nnc3c4ccccc4c(C)nn23)cc1
(8) CC1CCN(Cc2nc(Cl)c3c4c(sc3n2)CCC4)CC1
(9) CCCCSc1nc(O)c(C2OC(=O)c3c2ccc(OC)c3OC)c(=O)n1C (stereo not drawn)
(10) NC(=O)C1CCN(c2ncnc3c2c(-c2ccccc2)cn3-c2ccccc2)CC1
(11) COc1ccc(C(CC(=O)O)NC(=O)c2ccco2)cc1 (stereo not drawn)
(12) COC1=C/C(=C/c2c(N)n3c(nc2=O)sc2cc(S(C)(=O)=O)ccc23)C=CC1=O

entry no.	7	8	9	10	11	12
HSP90 refold inh	-2	-1	-1	2	0	1
KLF5 inhibitor	-9	-27	-24	-20	-24	-27
HDAC3 inhib	-3	·	4	1	11	2
HSF1 inh	-3	26	-7	1	-4	11
AI-2 QS modul	7	8	26	5	6	25
IEC-6 cytotox	-6	0	1	2	1	-3
HIF act	0.3	1.7	1.8	-0.3	-0.4	0.1
HSF-1 act	-3	23	-4	5	1	12
Platelet DG rel	3	-6	2	5	1	-12
aSyn 5UTR inh	4	-47	10	29	5	-4

# Part of the list above, bar-delimited:
no. | smiles | HSP90 refold inh | KLF5 inhibitor | HDAC3 inhib | HSF1 inh | AI-2 QS modul | IEC-6 cytotox | HIF act | HSF-1 act | Platelet DG rel | aSyn 5UTR inh
7 | CCC(=O)Nc1ccc(OCc2nnc3c4ccccc4c(C)nn23)cc1 | -2 | -9 | -3 | -3 | 7 | -6 | 0.3 | -3 | 3 | 4
8 | CC1CCN(Cc2nc(Cl)c3c4c(sc3n2)CCC4)CC1 | -1 | -27 | · | 26 | 8 | 0 | 1.7 | 23 | -6 | -47

# (more compounds)
(13) O=C(CSc1nnc2c(n1)[nH]c1ccccc12)NC1CCCCC1
(14) CC1(C)CC(=O)C=C(Nc2cccc(F)c2)C1
(15) Cc1ccc2nc(N(CCN3CCOCC3)C(=O)CCS(=O)(=O)c3ccccc3)sc2c1
(16) Cc1cc(Cl)ccc1NNC(=O)CCc1ccccc1
(17) CC(C)(CNC(=O)c1ccccc1F)CNC(=O)c1ccccc1F
(18) O=C(NCCS(=O)(=O)NCc1cccnc1)c1ccccc1

entry no.	13	14	15	16	17	18
HSP90 refold inh	3	-2	·	4	·	·
KLF5 inhibitor	-3	-6	·	10	·	·
HDAC3 inhib	-6	11	1	0	6	-10
HSF1 inh	8	1	31	-3	3	-4
AI-2 QS modul	-4	24	24	12	13	9
IEC-6 cytotox	1	1	·	5	·	·
HIF act	0.5	0.4	2.1	0.1	0.0	0.9
HSF-1 act	14	4	43	-11	-10	-4
Platelet DG rel	8	0	13	0	-3	-1
aSyn 5UTR inh	-3	-12	-93	-2	6	-17

(19) CC(=O)OC1OCCOC1NC(=S)Nc1ccc(C)cc1 (stereo not drawn)
(20) Cc1cc(NC(=O)CSc2nnc(C)c(=O)n2N)no1
(21) CC(=O)c1nn(-c2cccc(Br)c2)cc1C(=O)c1ccc(C)cc1
(22) CN(C)CCNc1oc(COc2ccc(Cl)cc2Cl)nc1C#N
(23) CC(C)=CC(=O)Nc1nc2ccc([N+](=O)[O-])cc2s1
(24) COc1ccccc1S(=O)Cc1ccc(C(=O)NCc2ccccc2Cl)o1 (stereo not drawn)

entry no.	19	20	21	22	23	24
HSP90 refold inh	0	-3	4	-1	3	-4
KLF5 inhibitor	14	-23	-10	-29	-54	-13
HDAC3 inhib	1	0	1	3	·	-2
HSF1 inh	3	-8	-4	-5	17	7
AI-2 QS modul	10	-13	30	-4	-4	9
IEC-6 cytotox	2	-6	-5	-4	1	-3
HIF act	0.2	-0.4	-0.1	-0.7	0.8	·
HSF-1 act	7	5	-5	-9	31	8
Platelet DG rel	22	-4	10	9	3	0
aSyn 5UTR inh	8	-14	5	-10	-83	12

# The closing 2 compounds of the section before lead into the next:
(23) CC(C)=CC(=O)Nc1nc2ccc([N+](=O)[O-])cc2s1
(24) COc1ccccc1S(=O)Cc1ccc(C(=O)NCc2ccccc2Cl)o1 (stereo not drawn)
(25) COCCn1c(C)cc(C(=O)CSc2nc3nc(C)cc(C)n3n2)c1C
(26) Cc1ccc(/C(N)=N/OC(=O)c2ccc3ccccc3c2)cc1
(27) Cc1ccc(C(=O)N2N=C(c3ccccc3)CC2(O)C(F)(F)F)o1 (stereo not drawn)
(28) COc1ccc(C(=O)NNc2ccccc2)cc1
(29) COc1ccc(-c2csc(N3CCC(C(N)=O)(N4CCCCC4)CC3)n2)cc1
(30) COc1ccccc1CNC(=O)CSc1ccc(Br)cc1

entry no.	23	24	25	26	27	28	29	30
HSP90 refold inh	3	-4	1	-1	-2	-4	1	2
KLF5 inhibitor	-54	-13	-9	-139	-5	-12	-21	-42
HDAC3 inhib	·	-2	6	5	9	0	12	2
HSF1 inh	17	7	-4	23	2	-3	0	9
AI-2 QS modul	-4	9	55	22	17	20	42	9
IEC-6 cytotox	1	-3	-4	-5	-1	1	2	0
HIF act	0.8	·	-0.7	1.2	0.1	0.3	-0.1	0.3
HSF-1 act	31	8	1	44	15	4	4	0
Platelet DG rel	3	0	10	1	2	-7	-2	-2
aSyn 5UTR inh	-83	12	-15	-124	-1	35	21	7

(31) O=C(O)CCC1COc2ccccc2O1 (stereo not drawn)
(32) O=C(Nc1ccccc1)c1cccc(-c2nnc(-c3ccccc3)o2)c1
(33) CCn1c2ccccc2c2cc(NC(=O)c3cc(OC)c(OC)c(OC)c3)ccc21
(34) CN(c1ccccc1C(=O)NC1CCCCC1)S(=O)(=O)c1ccccc1
(35) O=C1N/C(=N/N=C/c2ccccc2O)SC1Cc1ccc(F)cc1 (stereo not drawn)
(36) COc1cccc(OC)c1C(=O)NC(=S)Nc1ccc2c(c1)Cc1ccccc1-2

entry no.	31	32	33	34	35	36
HSP90 refold inh	7	-5	0	-1	2	7
KLF5 inhibitor	-10	-73	83*	-3	-1	18
HDAC3 inhib	-2	-4	-15	-3	-3	-2
HSF1 inh	-11	-2	-6	·	-26	1
AI-2 QS modul	31	6	15	7	6	5
IEC-6 cytotox	8	-2	92*	-5	3	0
HIF act	-0.5	0.0	-56	·	0.0	0.1
HSF-1 act	1	3	0	·	-37	8
Platelet DG rel	0	0	-8	-7	14	0
aSyn 5UTR inh	1	-25	-23	·	-8	-6

(37) COCc1cc(C)nc(SCC(=O)Nc2ccc3c(c2)OCCO3)c1C#N
(38) Cc1cccc(NC(=O)Cn2cc(C(=O)C3CC3)c3ccccc32)c1C
(39) CCOC(=O)CNC(=O)COc1coc(CN2CCN(c3ccccc3)CC2)cc1=O
(40) COc1cc2[nH]c(=O)n(CCC(=O)N3CCN(c4cc(Cl)ccc4C)CC3)c(=O)c2cc1OC
(41) O=C(CCl)Nc1cccc(-c2cnc3ccccc3n2)c1
(42) O=C(CCn1c(=O)oc2ccccc21)Nc1cccc([N+](=O)[O-])c1

entry no.	37	38	39	40	41	42
HSP90 refold inh	4	4	-3	0	2	-1
KLF5 inhibitor	-89	-12	-12	-38	-137	-29
HDAC3 inhib	·	-8	-4	-10	2	6
HSF1 inh	6	-1	-4	11	-16	11
AI-2 QS modul	2	1	32	43	5	7
IEC-6 cytotox	8	29*	-3	3	8	0
HIF act	1.5	-6.8	1.5	-0.1	3.1	1.0
HSF-1 act	39	-2	0	15	-28	2
Platelet DG rel	-2	10	-1	-2	-3	-2
aSyn 5UTR inh	-86	-11	0	21	i	-6

(43) CSc1nc2ccccc2n1CC(=O)Nc1ccc(C)c(C)c1
(44) COc1ccccc1N1CCN(c2cc(=O)n(-c3ccc(Br)cc3)c(=O)[nH]2)CC1
(45) CC1(C)Cc2c(cnn2-c2ccc(F)cc2)C(NC(=O)CCN2CCCCC2=O)C1 (stereo not drawn)
(46) COC(=O)[C@]12C(=O)C(C)=C(O)[C@@]1(C)C(C)=CC1[C@@]34CC[C@@H](OC(C)=O)C(C)(C)C3C(C[C@]12C)OC4=O (stereo partly drawn)

entry no.	43	44	45	46
HSP90 refold inh	3	-1	0	·
KLF5 inhibitor	7	-16	-23	·
HDAC3 inhib	-3	-3	9	0
HSF1 inh	-28	·	-5	-1
AI-2 QS modul	14	·	2	6
IEC-6 cytotox	7	-4	2	·
HIF act	-0.6	·	0.7	-0.2
HSF-1 act	-40	·	7	10
Platelet DG rel	6	·	-12	0
aSyn 5UTR inh	22	·	-21	-9

# Entries of single compounds from above.
# `CN(C)c1ccc([N+](=O)[O-])cc1C(=O)O` is listed with HSP90 refold inh: -1; KLF5 inhibitor: -4; HDAC3 inhib: 8; HSF1 inh: -8; AI-2 QS modul: 16; IEC-6 cytotox: 5; HIF act: 0.3; HSF-1 act: 1; Platelet DG rel: -6; aSyn 5UTR inh: -4
# `NC(=O)C1CCN(c2ncnc3c2c(-c2ccccc2)cn3-c2ccccc2)CC1` is listed with HSP90 refold inh: 2; KLF5 inhibitor: -20; HDAC3 inhib: 1; HSF1 inh: 1; AI-2 QS modul: 5; IEC-6 cytotox: 2; HIF act: -0.3; HSF-1 act: 5; Platelet DG rel: 5; aSyn 5UTR inh: 29
# `CC(=O)OC1OCCOC1NC(=S)Nc1ccc(C)cc1` (stereo not drawn) is listed with HSP90 refold inh: 0; KLF5 inhibitor: 14; HDAC3 inhib: 1; HSF1 inh: 3; AI-2 QS modul: 10; IEC-6 cytotox: 2; HIF act: 0.2; HSF-1 act: 7; Platelet DG rel: 22; aSyn 5UTR inh: 8
